SENP8 inh: human SENP8 protease inhibitors, primary screen, biochemical, fluorescence, Nedd8 protein substrate, uHTS; AID 602440, 2012; inhibition, % at 20 µM; hit rate 0.64% among 360,000; recombinant SENP8; in the data active means inhibition mostly above about 40%, no sharp cut-off; inactive means mostly below about 27%
SENP6 block: SENP6 protease inhibitors, primary screen, biochemical, luminescence, uHTS. Recombinant SENP6 catalytic domain, aminoluciferin luminescence. inhibition, % at 10 µM. hit rate 1.8% among 330,000;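 active means inhibition above about 50% at the single tested dose, limit read from the data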;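 further: plate controls were DMSO wells with enzyme for no effect and DMSO wells lacking enzyme for full effect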
MPTP inh: mitochondrial permeability transition pore inhibitors, primary screen, biochemical, isolated mouse mitochondria, absorbance. AID 602449, 2012. hit rate 1.4% among 360,000. inhibition, % at 10 µM. Ca2+ swelling absorbance, 30 min;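 active means inhibition of 50% or more, scaled per plate between neutral and stimulator controls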;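 further: 0% = DMSO wells given calcium and 100% = 1 mM EGTA wells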
SENP1 FRET inh: human SENP1 catalytic domain inhibitors, primary screen, biochemical, FRET, uHTS | Sentrin-specific protease 1 (Homo sapiens), Q9P0U3 | recombinant SENP1 catalytic domain, CyPet-SUMO1-YPet FRET cleavage | inhibition, % at 10 µM | hit rate 0.21% among 360,000 | AID 624204, 2012;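 active means inhibition at least 30% at 10 µM, raw YFP signal under a set limit, fluorescence ratio 0.5 to 1.5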;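 further: 0% = enzyme with DMSO and 100% = no enzyme wells; some results filed as inactive read as strong as hits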
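System: Recombinant human SENP1 catalytic domain, His6-tagged | Incubation: Enzyme reaction for 50 min at room temperature, dark | Medium: Tris pH 8 with BME, BSA, NP40 and catalase | Also added: 25 nM SUMO1 FRET substrate | Compound: 10 µM single point, 0.5% DMSO | Measured by: FRET fluorescence in CFP and YFP emission channels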
NR3A LBD binder: binders of NR3A ligand-binding domain, primary screen, biophysical, differential scanning fluorimetry, uHTS; hit rate 2.5% among 340,000; NR3A LBD differential scanning fluorimetry, Tm shift; 0% = protein alone, 100% = glycine-bound protein; Glutamate receptor ionotropic, NMDA 3A (GRIN3A) ligand-binding domain; Tm shift relative to glycine control, % at 25 µM; AID 1259313, 2017;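 active means melting temperature shift of at least 10% of the positive control shift, at one fixed dose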
ATG4B inhibitor: ATG4B protease inhibitors, primary screen, biochemical, fluorescence, uHTS; ATG4B cleavage of LC3-PLA2, NBD-HPC fluorescence, 1 h; inhibition, % at 8.33 µM; hit rate 0.51% among 340,000; AID 504462, 2011; in the data active means inhibition above about 40%
Target sequence (Q9Y4P1 whole entry, looked up): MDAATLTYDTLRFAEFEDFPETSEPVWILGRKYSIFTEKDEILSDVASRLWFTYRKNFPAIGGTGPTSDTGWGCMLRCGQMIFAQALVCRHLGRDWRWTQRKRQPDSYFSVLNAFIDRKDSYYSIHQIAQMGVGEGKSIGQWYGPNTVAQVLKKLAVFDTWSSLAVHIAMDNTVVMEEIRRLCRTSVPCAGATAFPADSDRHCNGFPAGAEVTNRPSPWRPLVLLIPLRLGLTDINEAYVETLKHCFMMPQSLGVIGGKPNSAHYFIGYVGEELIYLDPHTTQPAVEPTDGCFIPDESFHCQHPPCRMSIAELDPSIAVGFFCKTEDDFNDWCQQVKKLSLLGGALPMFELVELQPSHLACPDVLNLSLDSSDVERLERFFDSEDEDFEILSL
hIAP act: human IAP activators, primary screen, biochemical, luminescence, uHTS | purified human IAP, CDP-Star luminescence, 30 min; stronger effect = higher value; 1 = vehicle-only enzyme, 0 = enzyme-free background | activation factor at 10 µM | hit rate 0.16% among 330,000 | AID 2524, 2010;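 active means activation factor of the enzyme at least 2-fold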; further: the source names both 10 and 20 µM as test concentration; values of inactives mirror those of a sister screen read the other way
Target sequence (P09923 whole entry, looked up): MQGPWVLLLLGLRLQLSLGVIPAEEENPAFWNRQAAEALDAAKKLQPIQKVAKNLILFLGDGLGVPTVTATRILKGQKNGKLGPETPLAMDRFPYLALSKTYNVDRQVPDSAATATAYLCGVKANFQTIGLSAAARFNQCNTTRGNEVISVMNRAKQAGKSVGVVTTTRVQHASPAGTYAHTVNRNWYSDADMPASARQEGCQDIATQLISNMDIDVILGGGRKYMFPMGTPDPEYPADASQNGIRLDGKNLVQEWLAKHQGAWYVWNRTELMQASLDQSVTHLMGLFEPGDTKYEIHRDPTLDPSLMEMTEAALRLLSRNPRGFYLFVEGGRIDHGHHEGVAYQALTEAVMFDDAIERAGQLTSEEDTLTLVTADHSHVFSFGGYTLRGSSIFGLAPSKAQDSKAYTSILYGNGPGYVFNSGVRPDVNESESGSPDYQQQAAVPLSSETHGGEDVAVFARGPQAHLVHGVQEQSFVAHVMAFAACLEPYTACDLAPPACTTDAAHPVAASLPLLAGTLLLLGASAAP
PfG6PD inh: PfG6PD enzyme inhibitors, primary screen, biochemical, fluorescence intensity, uHTS. AID 504690, 2011. PfGluPho enzyme, NADPH resazurin-diaphorase fluorescence. inhibition, % at 20 µM. hit rate 0.78% among 350,000. glucose-6-phosphate dehydrogenase-6-phosphogluconolactonase (Plasmodium falciparum 3D7);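 active means inhibition reaching at least a set limit at 20 µM in the primary screen, cut at about 59% in these data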;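 further: 0% = DMSO wells with substrate and 100% = DMSO wells lacking glucose-6-phosphate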
Starred values were filed as active, the others as inactive; i = inactive; nt = no result given.

SMILES | SENP8 inh | SENP6 block | MPTP inh | SENP1 FRET inh | NR3A LBD binder | ATG4B inhibitor | hIAP act | PfG6PD inh
CC(C)(C)c1ccc(C(=O)NCCC(=O)Nc2ccc3c(c2)OCCO3)cc1 | 9 | -20 | -0.6 | 3 | 0 | -1 | 1 | 2
CC(C)(C)OC(=O)NCCc1nnc(SCC(=O)Nc2cccc(Cl)c2)o1 | 8 | -5 | 4.2 | 2 | 4 | -4 | 0.94 | 19
CCOC(=O)[C@H]1[C@H]2COc3ccccc3[C@@H]2N2C(=O)c3cc(Cl)ccc3NC(=O)[C@@]12C | -3 | -8 | -2.0 | 1 | 1 | -9 | 1 | 3
O=C1C2CCCN2C(=S)N1c1ccccc1 (configuration not stated) | 15 | -8 | -0.3 | -1 | 0 | 0 | 0.94 | 7
CCNC(=S)NNC(=O)c1cc(-c2ccc(OCC)cc2)nc2ccccc12 | -280 | 94* | 1.6 | 4 | 1 | 16 | 1.5 | 8
CN(C)/C=C(\C#N)S(=O)(=O)C(C)(C)C | 10 | 11 | -3.3 | 0 | -2 | 14 | 0.93 | -1
O=c1ccc(Cl)nn1-c1ccccc1 | 20 | 6 | 1.3 | 3 | 1 | 4 | 0.84 | 5
COc1cc(/C=N/N=C2/C(=O)Nc3ccccc32)cc(OC)c1O | 36 | 8 | 5.9 | 10 | -13 | -2 | 0.7 | 36
COc1ccc2c(C)cc(N3CCOCC3)nc2c1 | i | -25 | 0.0 | 1 | -2 | -8 | 1 | 3
Cc1cccc(S(=O)(=O)Nc2nc3ccccc3nc2Nc2ccc3c(c2)OCO3)c1 | -329 | 3 | 97* | -7 | 21* | 5 | 1.2 | -32
COc1ccccc1NC(=O)NCCN1CCN(C(=O)Nc2ccccc2OC)CC1 | 1 | -18 | -3.8 | -1 | -1 | -4 | 1 | -5
c1ccc(-c2cc3n(c2)CCc2ccccc2-3)cc1 | -76 | 4 | 1.5 | -5 | 0 | -2 | 0.99 | 7
CC(C)(C)c1ccc(C(=O)NCCC(=O)Nc2ccc(S(=O)(=O)Nc3nccs3)cc2)cc1 | 14 | -1 | -1.8 | 2 | -4 | -11 | 1.1 | -16
O=C(CSc1nnc(-c2cccs2)n1-c1ccccc1)N1CCCC1 | 6 | 4 | 0.4 | 1 | 11* | -7 | 0.91 | -6
CC(C)(C)OCC(NC(=O)C(CC(N)=O)NC(=O)OC(C)(C)C)C(=O)OC(C)(C)C (configuration not stated) | 8 | -4 | -1.4 | 4 | -1 | -9 | 0.9 | -5
COc1cc(C(=O)Nc2nnc(C)s2)c([N+](=O)[O-])cc1OC | 11 | -13 | 1.0 | 0 | 0 | 0 | 0.88 | 7
CCS(=O)(=O)Nc1cc2c3c(c1)CCC(=O)N3CCC2 | 8 | 11 | -0.7 | -1 | 0 | 1 | 0.63 | 2
COC(=O)Cc1[nH]n(-c2nc3ccccc3s2)c(=O)c1C(C)=Nc1ccc(OC)cc1 | 7 | 42 | 2.2 | -1 | 3 | -6 | 1.2 | 2
CC(C)n1c2ccccc2c2nnc(SCC(=O)Nc3ccccc3C(=O)O)nc21 | -11 | 3 | 1.4 | 1 | 3 | 17 | 0.94 | -13
CCN(CC)CCc1nc(-c2ccccc2)no1 | -6 | -2 | -1.1 | -1 | 2 | 4 | 0.97 | -11
CC1(C)CC(=O)C(C=NCCN2CCN(C(=O)NC34CC5CC(CC(C5)C3)C4)CC2)=C(O)C1 | 33 | nt | 0.5 | 1 | 2 | -16 | nt | 2
COc1cc(O)c(NC(C)=O)c2nonc12 | 60* | 17 | -0.8 | 2 | 2 | 1 | 0.99 | 64*
CC(C)C(=O)Nc1c(C(=O)N2CCN(c3ncccn3)CC2)oc2ccccc12 | -4 | -7 | 1.5 | 0 | -2 | -3 | 0.95 | -15
O=C(Cn1cc2c(n1)CCCCC2)NCCCN1CCOCC1 | 9 | -16 | -0.6 | 3 | -1 | -5 | 1 | 3
COC(=O)c1[nH]c(C)c(/C(O)=C2\C(=O)C(=O)N(CCN(C)C)C2c2cc(OC)ccc2OC)c1C (configuration not stated) | -32 | 9 | -13 | -1 | -2 | 15 | 0.93 | -13
CN(CC(=O)NCc1ccccc1Cl)CC(=O)Nc1ccccc1Br | 8 | -6 | 0.1 | -2 | 0 | -5 | 0.97 | -8
Cn1ccnc1SCC(=O)Nc1cccc(O)c1 | 11 | 6 | -1.4 | 0 | -1 | -1 | 0.98 | 0
CCN1CCN(c2ccc(NC(=O)COc3ccc(Cl)cc3C)cc2)CC1 | 7 | 6 | 0.2 | -1 | 2 | -8 | 0.96 | 11
COc1ccccc1NC(=O)CN(c1ccccc1OC)S(=O)(=O)c1ccccc1 | 13 | -2 | -1.5 | 0 | 0 | -4 | 1.2 | 12
COc1ccccc1N(C)S(=O)(=O)c1ccc(C(=O)OCC(=O)N(C(C)C)C(C)C)cc1 | 10 | 23 | 1.2 | 1 | 0 | 7 | 1.2 | -8
c1ccc(-c2cn3nc(-c4ccccc4)c(-c4ccccc4)nc3n2)cc1 | -295 | 6 | 0.3 | -31 | 1 | -10 | 1 | 7
Cc1cc(C)c2c(Cn3ccnc3)cc(=O)oc2c1 | 10 | -4 | -1.5 | 3 | 0 | 0 | 1.1 | -13
COc1cccc(-c2nc(CS(=O)CC(=O)O)c(C)o2)c1 (configuration not stated) | 12 | 2 | -0.8 | -1 | 1 | -4 | 0.92 | -27
O=C(c1ccc(Cl)cc1)[C@@H]1[C@@H]2C(=O)N(c3ccccc3)C(=O)[C@@H]2C2c3ccccc3C=NN21 (some centres not stated) | 12 | -17 | -0.8 | 13 | 1 | -14 | 1 | 18
COc1ccc(N(C)S(=O)(=O)c2cccc(C(=O)Nc3cccc(C(=O)NC4CC4)c3)c2)cc1 | 24 | 1 | -0.3 | 3 | 6 | -5 | 0.9 | 3
COc1ccccc1NS(=O)(=O)c1cn(C)cn1 | 20 | 1 | -0.7 | 3 | 0 | 3 | 0.92 | -18
CC1CCCN(C(=O)c2nn(C)c3c2CS(=O)(=O)c2ccccc2-3)C1 (configuration not stated) | -148 | -12 | -0.2 | 1 | -2 | 1 | 1.2 | -8
Nc1ccn(Cc2cccc(Cl)c2)n1 | 8 | -36 | -1.0 | 1 | -2 | 8 | 0.96 | 0
O=Cc1cn(CCC(=O)O)nc1-c1cccc(Br)c1 | 8 | 2 | -1.7 | 0 | -2 | 4 | 1 | -24
O=C(c1ccc(Cl)c(S(=O)(=O)N2CCOCC2)c1)N(Cc1nnc(-c2ccccc2Cl)o1)C1CC1 | 16 | -3 | 0.6 | -2 | -2 | 0 | 1.1 | 5
O=C(NC1CCCCC1)N(CCN1CCOCC1)Cc1cc2cc3c(cc2[nH]c1=O)OCCO3 | -273 | 0 | -0.8 | -1 | -4 | 0 | 0.86 | 9
N#CCCCCN1CCCC1 | 19 | nt | 0.5 | -1 | 2 | -2 | nt | -3
O=C(CNc1ccccc1)NN=C1CCCC1 | 2 | 14 | 0.0 | 1 | -1 | -7 | 1 | -9
CCOC(=O)C1=CN(Cc2ccco2)S(=O)(=O)N(C)C1c1cccc(OC)c1 (configuration not stated) | 6 | nt | -0.8 | 1 | -3 | 21 | nt | 12
Cc1ccc(C[n+]2cccc(-c3ccccc3)c2)c(C)c1 | 8 | -6 | 1.8 | -1 | 1 | 3 | 0.98 | -6
COC(=O)c1ccc(NC(=O)CSc2nc3cccnc3n2C)cc1 | 23 | -2 | 41 | 0 | 2 | -13 | 0.8 | 10
O=C(CCC(=O)N1CCOc2ccccc21)NCCCN1CCCCC1 | 11 | 9 | -1.0 | 2 | -2 | -2 | 1.1 | -8
O=C(NCc1ccccc1)C(=O)Nc1nc(-c2ccccc2)cs1 | 11 | -7 | -2.0 | 2 | 0 | 9 | 1.1 | -12
O=C(Nc1sc2c(c1C(=O)O)CCCCC2)c1cccs1 | -61 | 96* | -0.2 | 0 | -3 | -1 | 0.92 | 21
CCN(CC(=O)Nc1ccccc1C(F)(F)F)C(=O)CCOc1ccccc1C | 9 | 0 | -2.1 | 1 | 0 | 3 | 1 | -10

Next results follow.
SMILES | SENP8 inh | SENP6 block | MPTP inh | SENP1 FRET inh | NR3A LBD binder | ATG4B inhibitor | hIAP act | PfG6PD inh
COc1ccc(CCN(C)C(=O)CSc2nnc(C3CC3)n2N)cc1OC | 12 | 4 | -0.6 | 3 | -1 | -1 | 0.87 | 29
C[C@@H]1CN([C@@H](C)CO)C(=O)CCCn2nncc2CO[C@H]1CN(C)C(=O)c1ccccc1 | 12 | nt | -0.5 | 2 | nt | nt | nt | -4
COc1cc(/C=N/NC(=O)CCC(=O)Nc2ccc(C)cc2)ccc1O | -5 | -12 | 1.5 | 0 | -4 | -8 | 1 | 16
Cn1nc(C(F)(F)F)c(-c2cccc(C(F)(F)F)c2)c1NC(=O)c1nccnc1C(=O)O | 24 | -30 | 1.7 | 2 | -1 | -10 | 1.1 | -11
O=C(COc1cccc2ccccc12)N1c2ccccc2CCc2ccccc21 | 24 | -5 | 0.8 | 0 | 0 | -8 | 0.99 | -4
O=C(ONC(=O)C1CCCCC1C(=O)NOC(=O)c1ccccc1)c1ccccc1 (configuration not stated) | -4 | nt | -1.5 | 3 | 2 | -6 | nt | -6
CCCOC(=O)c1ccc(NC(=O)C(=O)NCCN(CC)CC)cc1 | 16 | 7 | 1.3 | 1 | -2 | -8 | 1 | 21
O=C(C1CCCN(c2ncnc3c2nc2n3CCCCC2)C1)N1CCN(c2ccccc2)CC1 (configuration not stated) | 5 | -3 | -0.3 | 2 | 3 | -2 | 1.1 | -6
CCOc1ccc(NS(=O)(=O)c2ccc(C)c(C(=O)NCCCn3ccnc3)c2)cc1 | 9 | -8 | -1.2 | 2 | -3 | 7 | 1.2 | -5
S=C(Nc1ccc(Br)cc1Cl)N1CCCC1 | 2 | 6 | 1.1 | 1 | 5 | 0 | 1 | 7

Quoted at random: 3 entries already listed
SMILES | SENP8 inh | SENP6 block | MPTP inh | SENP1 FRET inh | NR3A LBD binder | ATG4B inhibitor | hIAP act | PfG6PD inh
O=C(ONC(=O)C1CCCCC1C(=O)NOC(=O)c1ccccc1)c1ccccc1 (configuration not stated) | -4 | nt | -1.5 | 3 | 2 | -6 | nt | -6
O=C(COc1cccc2ccccc12)N1c2ccccc2CCc2ccccc21 | 24 | -5 | 0.8 | 0 | 0 | -8 | 0.99 | -4
COc1ccc(CCN(C)C(=O)CSc2nnc(C3CC3)n2N)cc1OC | 12 | 4 | -0.6 | 3 | -1 | -1 | 0.87 | 29

Next structures follow:
SMILES | SENP8 inh | SENP6 block | MPTP inh | SENP1 FRET inh | NR3A LBD binder | ATG4B inhibitor | hIAP act | PfG6PD inh
O=C(Cn1nnc(-c2ccccc2)n1)NC(=O)NC1CCCC1 | 2 | -1 | 0.2 | 2 | 2 | -14 | 0.98 | 14
CC(C)c1cc(C(=O)NC2CCCc3c2cnn3-c2ccccc2F)no1 (configuration not stated) | 1 | -2 | 22 | 0 | -1 | 19 | 1.1 | 0
COc1ccc(NC(=O)C(=O)NNC(=O)C(C)Oc2ccc(Cl)cc2Cl)cc1 (configuration not stated) | -6 | -28 | -1.1 | 0 | -8 | 15 | 1.7 | -33
COc1cc(CC(=O)NCc2ccccn2)cc(OC)c1OC | 16 | 4 | -2.5 | 0 | -1 | -11 | 0.95 | 5
O=C(/C=C/c1ccc2ccccc2n1)N1CCN(S(=O)(=O)c2ccc(F)cc2)CC1 | 4 | -3 | 0.7 | -15 | -2 | -13 | 0.88 | 15
O=C(NCCS(=O)(=O)N1CCN(c2ccccc2F)CC1)c1ccc(Br)cc1 | 15 | 7 | 6.4 | -1 | -2 | 1 | 0.87 | -16

High-throughput results deposited in PubChem by Sanford-Burnham Center for Chemical Genomics.

Rows are unselected. Share with any hit: about 6.7%.
